High-throughput results (PubChem BioAssay)
V-ATPase pHluor: regulators of yeast V-ATPase proton pumping, primary screen, pHLuorin cytosolic pH fluorescence; S. cerevisiae; 350,000 tested, 0.37% active; response, % at 10 µM; AID 504577, 2011; in the data active = response mostly above about 7.3%, no sharp cut-off; inactive = mostly below about 5.4%; also: actives read high; inactives centre near 0; some compounds called inactive have numbers as strong as hits; reference of the scale not given here
Arrestin-AP2 inh: inhibitors of beta-arrestin/AP2 binding, primary screen, biochemical, GPCR trafficking, flow cytometry | inhibition, % at 10 µM | AID 504490, 2011 | 340,000 tested, 0.31% active | FITC-arrestin peptide / GST-AP2 beads; AP2 beta2 appendage carries R879A mutation;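 active = inhibition above a set limit, near 3 SD of compounds lacking own fluorescence, cut at about 54% in these data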;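 also: plate controls were DMSO wells for no effect and 5 µM unlabelled arrestin peptide for full effect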
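System: GST-AP2 R879A glutathione beads; medium: PBS, Tween 20 0.05%, BSA 0.1%; reagent: fluorescein-tagged arrestin peptide at 50 nM final; schedule: pre-incubation 12 min, peptide binding 1 h, room temperature; detection: flow cytometry, FL1 (488/535 nm); read-out: inhibition as reduced fluorescein signal on beads, percent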
Cardiac RTF inh: cardiac RTF calcium sensitivity inhibitors, primary screen, biochemical, IANBD-TnC fluorescence, EC70 calcium; inhibition, % at 7.15 µM; 340,000 tested, 0.12% active; IANBD-labeled cardiac RTF, Ca2+ fluorescence;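 active = inhibition above the mean inhibition of all tested compounds plus 3 SD, cut at about 17% in these data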;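 also: assay run at fixed EC70 calcium of 1.6 mM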
NSD2 HMT inh: NSD2 histone methyltransferase inhibitors, primary screen, biochemical, AlphaScreen, single concentration, set 2 | 310,000 tested, 0.54% active | NSD2 peptide methylation, 120 min | AID 743445, 2014 | Histone-lysine N-methyltransferase NSD2 (Homo sapiens), O96028 | inhibition, % at 12.5 µM; in the data active = inhibition above about 50%
CAL PDZ FP-1: untagged CAL PDZ binding inhibitors, primary screen, biochemical, fluorescence polarization, HTS. Golgi-associated PDZ and coiled-coil motif-containing protein (Homo sapiens), Q9HD26. 300,000 tested, 0.92% active. inhibition, % at 24.9 µM. purified CAL PDZ, TMR-peptide fluorescence polarization, 1 h. AID 602252, 2012;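 active = mean inhibition of at least 30% with at least half of replicates also reaching 30%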;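 also: 0% = DMSO neutral control and 100% = excess unlabeled competitor peptide PRC23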
Pemphigus Ab inh: inhibitors of pemphigus antibody binding to DSG3, primary screen, biochemical, bead-based, flow cytometry, scFv-GFP | Desmoglein-3 (Homo sapiens), P32926 | DSG3-coupled beads, scFv-anti-DSG3-GFP binding; hits give low values | binding (percent of control), % at 10 µM | 310,000 tested, 0.48% active | AID 588358, 2011;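 active = binding more than 3 SD below its plate's average and above zero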;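 also: hits lower antibody fragment binding to DSG3; some compounds called inactive have numbers as strong as hits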
Keap1-Nrf2 PPI: Keap1-Nrf2 protein-protein interaction inhibitors, primary screen, biochemical, fluorescence polarization, single point. Keap1 Kelch-Nrf2 peptide fluorescence polarization, 1536-well. inhibition, % at 9.4 µM. AID 504523, 2011. 340,000 tested, 0.15% active. Kelch-like ECH-associated protein 1 (Homo sapiens), Q14145; in the data active = inhibition above about 12%;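 also: human Keap1 Kelch domain with fluorescein labeled Nrf2 9mer peptide probe; 0% = neutral control wells and 100% = peptide positive control; higher means more block of Keap1 binding to Nrf2 peptide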
Target sequence (Q14145 whole entry, looked up, the tested form may be a part): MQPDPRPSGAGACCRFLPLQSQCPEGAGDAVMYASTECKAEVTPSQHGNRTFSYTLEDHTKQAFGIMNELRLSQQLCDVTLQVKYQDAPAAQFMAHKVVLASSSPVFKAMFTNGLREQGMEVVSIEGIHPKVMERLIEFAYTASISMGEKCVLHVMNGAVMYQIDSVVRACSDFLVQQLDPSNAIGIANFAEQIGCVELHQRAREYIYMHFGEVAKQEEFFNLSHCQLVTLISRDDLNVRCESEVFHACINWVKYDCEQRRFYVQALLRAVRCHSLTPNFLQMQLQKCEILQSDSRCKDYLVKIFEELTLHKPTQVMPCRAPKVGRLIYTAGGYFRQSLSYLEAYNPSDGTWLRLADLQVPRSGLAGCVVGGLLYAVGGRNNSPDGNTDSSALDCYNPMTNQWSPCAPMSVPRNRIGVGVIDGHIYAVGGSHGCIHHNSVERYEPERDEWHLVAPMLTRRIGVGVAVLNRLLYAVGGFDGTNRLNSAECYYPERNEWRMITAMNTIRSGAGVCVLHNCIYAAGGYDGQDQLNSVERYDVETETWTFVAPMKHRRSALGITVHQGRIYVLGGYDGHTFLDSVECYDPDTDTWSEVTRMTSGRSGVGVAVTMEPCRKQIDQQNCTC
DAGLB inhibitor: DAGLB lipase inhibitors, primary screen, biochemical, fluorescence, HTS; inhibition, % at 5.17 µM; Diacylglycerol lipase-beta (Homo sapiens), Q8NCG7; 340,000 tested, 0.059% active; HEK293T DAGLB membrane lysate, EnzChek fluorogenic substrate; in the data active = inhibition above about 34%;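 also: 0% = enzyme with vehicle and 100% = wells lacking enzyme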
LANA DNA inh: inhibitors of KSHV C-LANA binding to DNA, primary screen, biochemical, fluorescence polarization, FAM-LBS DNA, MBP-C-LANA, single point | Kaposi's sarcoma herpesvirus LANA C-terminal domain (residues 932-1162) DNA binding | inhibition, % at 9 µM | 340,000 tested, 0.078% active | AID 504423, 2011;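 active = highest replicate inhibition at or above 60% at 9 µM, even if other replicates fall short; inactive = all replicates below 60% inhibition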;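 also: 0% = neutral control wells and 100% = 4 µM acridine orange control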
CAL PDZ FP-2: CAL PDZ peptide-binding inhibitors, primary screen, biochemical, fluorescence polarization, Cer-tagged CAL PDZ, HTS. purified CAL PDZ, TMR-peptide fluorescence polarization, 1 h. inhibition, % at 20 µM. 330,000 tested, 0.02% active. AID 504414, 2011;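 active = highest replicate inhibition of at least 40%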;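 also: plate controls were DMSO neutral control wells for no effect and unlabeled competitor peptide control wells for full effect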
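System: tagged CAL PDZ domain. Schedule: 1 h room-temperature incubation prior to read. Signal: fluorescence polarization (mP). Measure: percent inhibition from loss of millipolarization.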
The depositor's hits bear a star; . = no result given. This is a subset; count on the stated rates, not on these rows.

SMILES	V-ATPase pHluor	Arrestin-AP2 inh	Cardiac RTF inh	NSD2 HMT inh	CAL PDZ FP-1	Pemphigus Ab inh	Keap1-Nrf2 PPI	DAGLB inhibitor	LANA DNA inh	CAL PDZ FP-2
O=C(CN(Cc1ccco1)C(=O)Cn1nnc(-c2ccc(F)cc2)n1)NC1CCCC1	9	9	1	3	-1	101	-1	-1	4.2	-0.3
COc1ccc(OC)c2[nH]c(=O)c(CCNC(=S)NC(C)(C)C)cc12	2	0	-5	3	-3	98	-4	0	-0.5	-1.5
O=C(CNC(=O)c1ccc(Br)o1)NNC(=O)c1ccccc1	1	-13	-4	0	-9	98	-6	2	0.2	-1.1
Cc1ccc(C(=O)COC(=O)c2cn3ccccc3n2)cc1	-3	-11	-5	-3	.	105	2	-1	-1.2	-0.8
Cc1ccc(Cn2nnc3c(=O)n(CC(=O)N4CCN(c5ccccc5)CC4)cnc32)cc1	0	0	-1	1	-2	102	0	3	0.0	-2.7
CN(C)/C=N/c1nc2nccc(-c3ccc(Cl)cc3)n2n1	-1	-16	-8	-7	-4	100	1	2	60	1.7
Cc1cnccc1NC(=O)c1cccs1	-3	6	-11	0	2	98	-2	1	-0.1	-0.2
Cc1ccc(C)c(OCC(=O)Nc2cc(C)on2)c1	3	-1	3	.	.	99	1	-1	0.8	-0.9
CCN(C(=O)CSc1nc2ccccc2c(=O)n1C(C)COC)C1CCS(=O)(=O)C1 (stereo not given)	-1	-13	-2	-3	.	104	-1	-1	0.9	-0.3
CS(=O)(=O)N(CC(=O)NCCSCc1c(F)cccc1Cl)c1ccc2c(c1)OCO2	-1	15	0	-5	0	107	-4	-2	-0.3	-0.1
COc1ccccc1N1CCN(/N=C/c2cc(OC)c(O)c(OC)c2)CC1	2	21	4	4	-2	100	5	3	0.5	-0.7
Cc1nn(C)c(C)c1NS(=O)(=O)c1ccc(OC(F)(F)F)cc1	3	33	-9	-1	-2	100	-3	5	-1.1	-2.1
COc1ccc(NC2CCCN(C(=O)c3ccc(OC)cc3OC)C2)cc1 (stereo not given)	0	3	-5	5	-4	.	-1	-5	1.6	-3.5
CCc1ccc(NC(=O)c2noc3c2CCc2ccccc2-3)cc1	3	12	0	20	-7	103	-3	-11	-0.1	.
O=C(CCN1C(=O)C2CC=CCC2C1=O)OCC(=O)c1ccc(F)cc1 (stereo not given)	-6	48	-6	1	.	96	2	0	-0.5	-0.7
Nc1ccc(C(=O)NC2CCSc3ccccc32)cc1[N+](=O)[O-] (stereo not given)	-3	-12	5	7	-1	101	7	5	0.8	-0.7
NS(=O)(=O)c1ccc(CCNC(=O)CN2CCN(c3cccc(Cl)c3)CC2)cc1	-4	-1	9	-2	-2	105	-4	-1	2.3	-0.4
COc1cccc(NC(=S)NC(=O)c2cccnc2)c1	2	-4	-15	-1	.	106	-4	-7	-0.9	-0.6
O=C(O)C(Cc1ccccc1)NC(=O)C(Cc1ccccc1)NC(=O)C12CC3CC(CC(C3)C1)C2 (stereo not given)	-2	0	.	-2	.	99	.	.	.	.
COc1ccc(CCC(=O)N(C)CC(=O)Nc2ccc(N3CCOCC3)cc2)cc1	0	6	5	1	-3	111	-1	1	14	0.5
CC1(C)CC(=O)C=C(Nc2ccc(Br)cc2F)C1	0	10	2	-2	-2	123	-4	-2	0.0	-1.9
COCCNC(=O)CNC(=S)N(Cc1ccccc1)Cc1cccnc1	2	4	-6	-3	8	129	-5	-2	-1.2	-2.1
COc1cccc(N2CCN(C(=O)C3CCCN(c4ncnc5c4nc4n5CCCCC4)C3)CC2)c1 (stereo not given)	2	13	-4	10	-7	106	2	-3	-0.5	-1.5
COc1cc(NC(=O)C(C)Oc2ccccc2)cc(OC)c1 (stereo not given)	-1	7	-7	-1	2	90	0	-7	-0.7	.
CCc1ccc(OCC(=O)N/N=C(\C)c2ccc3c(c2)OCCO3)cc1	27	-6	2	0	-3	109	7	-4	0.9	-1.7
Cc1ccc(C(=O)NCC(=O)OCC(=O)c2c(N)n(C)c(=O)n(C)c2=O)s1	2	75*	-13	9	-2	99	2	1	2.0	0.2
COc1ccc(CNC(=O)C2CCN(S(=O)(=O)c3cccc(C(F)(F)F)c3)CC2)cc1	6	0	-3	-3	-2	106	-6	-1	0.5	-1.1
NC(=O)C1CNc2ccccc2O1 (stereo not given)	5	3	3	-1	0	101	2	-3	-3.2	-0.3
CCC(C)c1ccccc1N1CC(C(=O)N2CCN(S(=O)(=O)c3ccccc3Br)CC2)CC1=O (stereo not given)	0	5	-9	0	-3	101	-1	-3	-1.1	-1.9
COc1ccccc1N1CC(C(=O)OCC(=O)c2c(N)n(C)c(=O)n(C)c2=O)CC1=O (stereo not given)	-3	.	.	7	.	102	.	-1	.	.

Arrestin-AP2 inh: entries above that show a hit.
SMILES	V-ATPase pHluor	Arrestin-AP2 inh	Cardiac RTF inh	NSD2 HMT inh	CAL PDZ FP-1	Pemphigus Ab inh	Keap1-Nrf2 PPI	DAGLB inhibitor	LANA DNA inh	CAL PDZ FP-2
Cc1ccc(C(=O)NCC(=O)OCC(=O)c2c(N)n(C)c(=O)n(C)c2=O)s1	2	75*	-13	9	-2	99	2	1	2.0	0.2

Other records follow.
SMILES	V-ATPase pHluor	Arrestin-AP2 inh	Cardiac RTF inh	NSD2 HMT inh	CAL PDZ FP-1	Pemphigus Ab inh	Keap1-Nrf2 PPI	DAGLB inhibitor	LANA DNA inh	CAL PDZ FP-2
O=C(N/N=C/c1ccc(Cl)cc1Cl)c1cccc(F)c1	-2	3	-8	1	.	99	-5	-1	0.2	-2.2
Cc1ccc(-c2csc3nc(CSc4nnc(-c5ccc(Cl)cc5)n4C)[nH]c(=O)c23)cc1	-5	1	-26	1	-7	104	-5	2	-2.5	-3.0
COc1ccc(CC(=O)N/N=C/C=C/c2cccc([N+](=O)[O-])c2)cc1OC	1	6	.	25	.	101	.	.	.	.
CCc1ccc(N(C(=O)c2csnn2)C(C(=O)NC(C)(C)C)c2ccncc2)cc1 (stereo not given)	1	-14	-3	-5	1	98	-4	2	1.8	-0.5
Cc1ccc(C(=O)c2nc(C(=O)NCCO)nc3ccccc23)cc1	-3	3	-17	.	3	101	0	1	-0.1	-0.2
CC[C@H](C)[C@H](NC(N)=O)C(=O)Nc1ccc(C)cc1	2	16	-6	-3	-2	91	2	0	-0.7	-2.3
COc1cccc(NC(=O)COC(=O)c2c3c(nc4ccccc24)CCC(C)C3)c1 (stereo not given)	8	-1	0	0	3	93	3	-11	-0.6	-3.2
O=C(O)CNC(=O)C1COc2ccccc2O1 (stereo not given)	1	12	1	-3	.	100	3	1	-0.6	-0.2
CCS(=O)(=O)Nc1cccc(-c2cn3c(n2)SCC3)c1	-1	-26	-5	5	.	100	2	0	0.6	-0.9
CCn1cc(C(=O)OC)c(=O)c2ccc(C)nc21	0	-21	13	-2	.	106	1	0	-0.8	0.1

Structural class, the compounds so far containing a thiophene ring, fused or not (3)
SMILES	V-ATPase pHluor	Arrestin-AP2 inh	Cardiac RTF inh	NSD2 HMT inh	CAL PDZ FP-1	Pemphigus Ab inh	Keap1-Nrf2 PPI	DAGLB inhibitor	LANA DNA inh	CAL PDZ FP-2
Cc1cnccc1NC(=O)c1cccs1	-3	6	-11	0	2	98	-2	1	-0.1	-0.2
Cc1ccc(C(=O)NCC(=O)OCC(=O)c2c(N)n(C)c(=O)n(C)c2=O)s1	2	75*	-13	9	-2	99	2	1	2.0	0.2
Cc1ccc(-c2csc3nc(CSc4nnc(-c5ccc(Cl)cc5)n4C)[nH]c(=O)c23)cc1	-5	1	-26	1	-7	104	-5	2	-2.5	-3.0

(further entries)
SMILES	V-ATPase pHluor	Arrestin-AP2 inh	Cardiac RTF inh	NSD2 HMT inh	CAL PDZ FP-1	Pemphigus Ab inh	Keap1-Nrf2 PPI	DAGLB inhibitor	LANA DNA inh	CAL PDZ FP-2
O=C(Cn1cc2c(n1)CCCCC2)NCc1cccs1	5	-5	2	.	.	105	-2	-5	0.6	-0.9
COc1ccc(OC)c(CNC(=O)CCS(=O)(=O)c2ccc3c(c2)oc(=O)n3C)c1	2	-2	-4	0	-1	.	1	1	0.2	-2.4
CCN(CC)S(=O)(=O)c1cc(NC(=O)c2ccc3c(c2)NC(=O)C(C)S3)ccc1C (stereo not given)	2	-1	-8	.	-2	.	3	1	-1.9	-0.2
CC(C)C(=O)Nc1ccccc1N1CCN(C(=O)c2ccccc2)CC1	-1	-3	-4	-1	.	107	-2	-1	-1.0	-0.7
O=C(c1ccc2c3c(cccc13)CC2)C1CCCN(Cc2ccccn2)C1 (stereo not given)	-1	-8	-8	.	-1	100	-6	-3	1.0	-2.1

Three entries from above, arranged by number of heavy atoms, low to high.
SMILES	V-ATPase pHluor	Arrestin-AP2 inh	Cardiac RTF inh	NSD2 HMT inh	CAL PDZ FP-1	Pemphigus Ab inh	Keap1-Nrf2 PPI	DAGLB inhibitor	LANA DNA inh	CAL PDZ FP-2
CCn1cc(C(=O)OC)c(=O)c2ccc(C)nc21	0	-21	13	-2	.	106	1	0	-0.8	0.1
O=C(Cn1cc2c(n1)CCCCC2)NCc1cccs1	5	-5	2	.	.	105	-2	-5	0.6	-0.9
O=C(c1ccc2c3c(cccc13)CC2)C1CCCN(Cc2ccccn2)C1 (stereo not given)	-1	-8	-8	.	-1	100	-6	-3	1.0	-2.1
